From PubChem
HTRA1 inh: HTRA1 serine protease inhibitors, primary screen, biochemical, fluorescence polarization, HTS. actives 0.5% (n = 340,000). AID 504803, 2011. inhibition, % at 5.96 µM. recombinant HTRA1, FP-rhodamine activity-based probe. Q92743; in the data active = inhibition above about 36%;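 note: 0% = enzyme with DMSO and 100% = wells lacking enzyme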
Target sequence (Q92743 whole entry, looked up): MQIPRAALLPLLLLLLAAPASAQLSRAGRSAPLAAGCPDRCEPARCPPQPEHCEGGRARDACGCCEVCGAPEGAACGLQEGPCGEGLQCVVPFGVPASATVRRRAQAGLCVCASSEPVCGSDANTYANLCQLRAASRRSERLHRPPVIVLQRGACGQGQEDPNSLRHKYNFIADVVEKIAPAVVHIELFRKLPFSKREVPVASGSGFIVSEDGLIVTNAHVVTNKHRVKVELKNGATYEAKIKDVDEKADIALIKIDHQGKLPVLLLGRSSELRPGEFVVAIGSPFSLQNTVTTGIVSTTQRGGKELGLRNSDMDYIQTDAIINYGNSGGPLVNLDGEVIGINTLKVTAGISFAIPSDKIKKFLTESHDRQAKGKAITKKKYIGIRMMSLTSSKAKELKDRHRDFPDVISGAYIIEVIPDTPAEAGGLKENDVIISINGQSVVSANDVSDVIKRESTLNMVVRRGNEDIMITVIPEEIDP
* hit, by the source's call. Some of the compounds tested; count on the stated rates, not on these rows.

Results for [O-]/[N+](=C\c1ccncc1)c1ccc(Br)cc1 ?
HTRA1 inh: 6

Results for COc1ccccc1N1CCN(C(CNS(=O)(=O)c2ccccc2)c2cccnc2)CC1 (stereo not given) ?
HTRA1 inh: 6

How did Cc1nc(Sc2ccccc2)c(C#N)cc1-c1ccccc1 do in these assays?
HTRA1 inh: -10

Results for CCOC(=O)c1ccc(Nc2nc(N)c3cc(OC)c(OC)cc3n2)cc1 ?
HTRA1 inh: 5

Results for Cc1cc(=O)n(CC(=O)NC2CC2)c2c1c(C)nn2-c1ccccc1 ?
HTRA1 inh: -2

What do the screens show for `N#CC1=C(N)S[C@H](C(=O)C23CC4CC(CC(C4)C2)C3)[C@H]1c1ccncc1`?
HTRA1 inh: -13

Results for C[C@@H](CN1CCC[C@H]1CN1C(N)=NC[C@@H]1Cc1ccccc1)N1C[C@@H](Cc2ccccc2)N(CCc2ccc(Cl)c(Cl)c2)C1=N ?
HTRA1 inh: 20

How did Cc1ccc2cc(C(c3nnnn3C(C)(C)C)N3CCCCCC3)c(=O)[nH]c2c1 (stereo not given) do in these assays?
HTRA1 inh: 0

How did Cc1ccc(OCC(=O)N2CCN(C(=O)CCC3CCCC3)CC2)cc1 do in these assays?
HTRA1 inh: 6

How did COC(=O)C1=C(C)N(Cc2ccccc2)C(=NCc2cc(OC)c(OC)c(OC)c2)N[C@H]1c1cccc(F)c1 do in these assays?
HTRA1 inh: 3

Results for C#CCOCCOCCOCCNc1nc(N2CCN(C(=O)CCCCCCCCCCNC(=O)[C@H](CCCCN)n3cc(CCCC(=O)O)nn3)CC2)nc(N2CCN(C(=O)CCCCCCCCCCNC(=O)[C@H](CCCCN)n3cc(CCCC(=O)O)nn3)CC2)n1 ?
HTRA1 inh: -4

Results for CN(Cc1nc(-c2ccc(Cl)cc2)no1)C(=O)c1ccc2c(c1)OCO2 ?
HTRA1 inh: -12

What do the screens show for `O=C(NCc1cccnc1)NC1(C(F)(F)F)Oc2ccc(Cl)cc2O1` (stereo not given)?
HTRA1 inh: 10

How did CCC(=O)C1CCCN(C(=O)c2cccc(OC3CCN(S(C)(=O)=O)CC3)c2)C1 (stereo not given) do in these assays?
HTRA1 inh: -6

What do the screens show for `COc1ccc2[nH]c(=O)c(CN(C3CCCCC3)C(c3nnnn3Cc3ccco3)C(C)C)cc2c1` (stereo not given)?
HTRA1 inh: -21

What do the screens show for `N=C1CCC(=N)c2c1c(O)c1ccccc1c2O`?
HTRA1 inh: 88*

How did C=C[C@](C)(CC[C@@]1(C)C(C)CC(OC2OC(C)C(OC3OC(COC(C)=O)C(O)C(O)C3O)C(O)C2O)[C@@]2(C)C(C)=CCCC12)OC1OC(C)C(O[C@@H]2O[C@@H](C)C(O)C(O)[C@H]2O)C(O)C1O (stereo not given in full) do in these assays?
HTRA1 inh: -6

What do the screens show for `CCN(CC)c1ccc(S(=O)(=O)N2CCOCC2)cc1NC(=O)CSc1nncs1`?
HTRA1 inh: -4

How did N#C/C(=C\C=C\c1ccccc1[N+](=O)[O-])C(=O)NC1CCCCC1 do in these assays?
HTRA1 inh: -3

How did Cc1ccc(C2(C)NC(=O)N(CC(=O)Nc3ccccc3N3CCCC3)C2=O)cc1 (stereo not given) do in these assays?
HTRA1 inh: -3

Reprinted from the entries so far (two entries):
What do the screens show for `O=C(NCc1cccnc1)NC1(C(F)(F)F)Oc2ccc(Cl)cc2O1` (stereo not given)?
HTRA1 inh: 10

How did CCC(=O)C1CCCN(C(=O)c2cccc(OC3CCN(S(C)(=O)=O)CC3)c2)C1 (stereo not given) do in these assays?
HTRA1 inh: -6

(list continues)
What do the screens show for `O=C(c1ccco1)N1CCN(CCOc2ccc(F)cc2)CC1`?
HTRA1 inh: 5

What do the screens show for `Cc1ccc(S(=O)(=O)/N=C2\C=C(Nc3ccc(O)cc3)C(=O)c3ccccc32)cc1`?
HTRA1 inh: 88*

How did OCCN(CCO)c1ccc(C(c2ccccc2Cl)c2ccc(N(CCO)CCO)cc2Cl)c(Cl)c1 do in these assays?
HTRA1 inh: 44*

What do the screens show for `CCCn1c(SC(C)C(=O)O)nc2ccccc21` (stereo not given)?
HTRA1 inh: 9

What do the screens show for `CCN(C(C)=O)c1cccc2ccccc12`?
HTRA1 inh: -4

How did Cc1ccc(/C=C2\SC(=S)N(/N=C/c3cc([N+](=O)[O-])ccc3O)C2=O)o1 do in these assays?
HTRA1 inh: 49*

How did O=C(/C=C/c1ccncc1)c1ccc(NC(=O)c2ccccc2F)cc1 do in these assays?
HTRA1 inh: -50

How did COc1ccc(/C=N/n2cncn2)cc1Cn1nc(C)c([N+](=O)[O-])c1C do in these assays?
HTRA1 inh: 2

How did O=C(O)c1ccc(-n2ncc(Cl)c(Cl)c2=O)cc1 do in these assays?
HTRA1 inh: 7

Results for Cc1cccnc1NC(=O)C1CCC1 ?
HTRA1 inh: 6

Results for Cc1ccn2c(C(=O)CSc3ccc(Cl)cc3Cl)c(C)nc2c1 ?
HTRA1 inh: -3

How did Cc1csc(NC(=O)c2c(O)c3c(n(CC(C)C)c2=O)CCCC3)n1 do in these assays?
HTRA1 inh: 2

Results for Brc1ccc2c(c1)OCCOCCOc1cc(Br)ccc1OCCOCCOCCO2 ?
HTRA1 inh: -29

How did CCN1CCCC1CNC(=O)c1cc2c(-c3ccc(Cl)cc3)nn(C)c2s1 (stereo not given) do in these assays?
HTRA1 inh: -21

Results for CC(C)c1ccc(C2CC(=O)N3CN(C)CSC3=C2C#N)cc1 (stereo not given) ?
HTRA1 inh: -9

Results for CCOc1ccc(NC(=O)Cn2sc3nc(C)cc(C)c3c2=O)cc1 ?
HTRA1 inh: 0

How did O=C(O)CCC(=O)Nc1ccc(N=Nc2ccccc2)cc1 do in these assays?
HTRA1 inh: 1

Results for CCN(CC(=O)Nc1ccc(NC(C)=O)cc1)C(=O)c1cccc(-n2cccc2)c1 ?
HTRA1 inh: -3

How did O=C(Nc1ccccc1Cl)N1CCN(c2ccc3nnc(-c4ccccc4)n3n2)CC1 do in these assays?
HTRA1 inh: -9

What do the screens show for `COc1ccc(-c2c3c(nc4sc5c(Cl)nc(C)nc5c24)CCC3)cc1`?
HTRA1 inh: 1

The closing 2 compounds of the section before come first, to join the parts.
How did O=C(Nc1ccccc1Cl)N1CCN(c2ccc3nnc(-c4ccccc4)n3n2)CC1 do in these assays?
HTRA1 inh: -9

What do the screens show for `COc1ccc(-c2c3c(nc4sc5c(Cl)nc(C)nc5c24)CCC3)cc1`?
HTRA1 inh: 1

Results for NC(=O)CSc1nnc(NC(=O)C23CC4CC(CC(C4)C2)C3)s1 ?
HTRA1 inh: 2

Results for Cc1cc2ncn(S(=O)(=O)c3ccc(S(=O)(=O)N4CCCCCC4)cc3)c2cc1C ?
HTRA1 inh: 5

Results for O=C(Cn1nnc(-c2ccccc2NC(=O)c2ccco2)n1)Nc1ccccc1 ?
HTRA1 inh: -6

How did N#CC1(c2ccc(NC(=O)c3ccccc3)cc2)CCCC1 do in these assays?
HTRA1 inh: -15

What do the screens show for `COC(=O)CCC(=O)OC1(C)C(=O)C2=CN(c3ccc(OC)cc3)C(c3ccc(OC)cc3)=CC2=C(Br)C1=O` (stereo not given)?
HTRA1 inh: 53*

What do the screens show for `O=C(Nc1cccnc1)c1cc2c(ccc3ccccc32)o1`?
HTRA1 inh: -20

What do the screens show for `Cc1cccn2c(=O)c(C=O)c(Nc3ccccc3)nc12`?
HTRA1 inh: 2

What do the screens show for `COc1ccccc1Oc1ccc2c(c1)C(=O)N(CC(=O)O)C2=O`?
HTRA1 inh: -6

Results for Cc1ccc2oc(=O)n(Cc3ccc(F)cc3)c2c1 ?
HTRA1 inh: -8

How did OCCN(CCO)CC(O)CN1c2ccccc2Sc2ccccc21 (stereo not given) do in these assays?
HTRA1 inh: 3

What do the screens show for `CCCCCCC(=O)Nc1nc(C)c(-c2csc(Nc3ccc(Cl)cc3)n2)s1`?
HTRA1 inh: 30

How did CCOC(=O)C1Oc2ccccc2C(c2ccoc2)=C1C(=O)OC (stereo not given) do in these assays?
HTRA1 inh: 5

Results for CCCCC1=CC2=C(c3ccco3)C(=O)C(C)(OC(=O)c3ccc(OC)cc3)C(=O)C2=CN1C1CCCCC1 (stereo not given) ?
HTRA1 inh: 13

Results for COc1ccc(CNCCc2ccc(Cl)cc2)cc1OCc1ccccc1 ?
HTRA1 inh: -5

How did O=C(Nc1c2ccccc2nc2ccccc12)C(Cl)(Cl)Cl do in these assays?
HTRA1 inh: 5

What do the screens show for `O=C(NC(c1ccccc1)c1ccccc1)C1(c2cccs2)CCOCC1`?
HTRA1 inh: -18

What do the screens show for `COC(=O)c1cc(S(=O)(=O)NCc2ccccc2Cl)c[nH]1`?
HTRA1 inh: -5

How did COc1cc(NC(=O)C(C)Oc2ccccc2)c(OC)cc1NC(=O)c1ccccc1 (stereo not given) do in these assays?
HTRA1 inh: 0

Results for COCCNC(=O)C1=C(N)C(C(=O)Nc2ccc(C)c(S(=O)(=O)N3CCCCC3)c2)SC1=Nc1ccc(C)cc1C (stereo not given) ?
HTRA1 inh: -41

How did Cc1ccc(-n2[nH]c(C)c(CCC#N)c2=O)cc1 do in these assays?
HTRA1 inh: -1

Continued; the last two above are carried over.
Results for COCCNC(=O)C1=C(N)C(C(=O)Nc2ccc(C)c(S(=O)(=O)N3CCCCC3)c2)SC1=Nc1ccc(C)cc1C (stereo not given) ?
HTRA1 inh: -41

How did Cc1ccc(-n2[nH]c(C)c(CCC#N)c2=O)cc1 do in these assays?
HTRA1 inh: -1

How did O=S(=O)(/N=S1/CC=CCN1S(=O)(=O)c1ccccc1)c1ccccc1 (stereo not given) do in these assays?
HTRA1 inh: -1

What do the screens show for `COc1ccc(C#Cc2ccc3c(=O)c4ccccc4n(C)c3c2)cc1`?
HTRA1 inh: -24

How did COc1ccc(C[C@H]2CN3C(=NC[C@@H]3C(C)C)N2CCNC(=O)c2ccc(C)c(Br)c2)cc1 do in these assays?
HTRA1 inh: -13

Results for O=C(CCn1c2c(c3ccccc31)CCCC2)NNC(=O)c1ccccc1C(=O)O ?
HTRA1 inh: -5

What do the screens show for `O=C(Cn1cnc2ccc(Br)cc2c1=O)c1cccs1`?
HTRA1 inh: -3

How did COc1cccc(-c2nnc(NC(=O)c3ccc(S(=O)(=O)N(CC(C)C)CC(C)C)cc3)o2)c1 do in these assays?
HTRA1 inh: -4

How did CCC1(CC)Cc2ccccc2-c2nc(-c3ccccc3)oc(=O)c21 do in these assays?
HTRA1 inh: 8

How did CC[C@@]12C(=O)N(c3ccc(OC)cc3)C(=O)N1[C@H](c1cccc(C)c1)[C@@H]1C(=O)N(Cc3ccccc3)C(=O)[C@@H]12 do in these assays?
HTRA1 inh: -13

Results for CC(C)c1ccc(-c2nnn(CCC(=O)O)n2)cc1 ?
HTRA1 inh: 0

How did Cc1ccccc1C(=O)N1CCc2cc(-c3nc(NC(=O)Cc4ccc5c(c4)OCO5)sc3C)ccc21 do in these assays?
HTRA1 inh: -12

How did Cc1ccc(NC(=O)C(OC(=O)c2ccc(C=O)cc2)c2ccccc2)cc1Cl (stereo not given) do in these assays?
HTRA1 inh: -106

Results for CCCNC(=O)c1ccc2c(=O)c(O)c(-c3ccc(OC)cc3)[nH]c2c1 ?
HTRA1 inh: 4

How did COc1ccc2c(c1)C(=O)[C@@H](O)[C@H](c1ccc(OC)c(Br)c1)O2 do in these assays?
HTRA1 inh: -6

How did CCc1nn2c(=O)cc(CSCC(=O)Nc3ccccc3F)nc2s1 do in these assays?
HTRA1 inh: -1

Results for COc1ccc2[nH]c(C(=O)NCCCn3ccnc3)cc2c1 ?
HTRA1 inh: -5

How did CN(C)c1ccc(/C=C2\Oc3ccc(C#Cc4cccc(N)c4)cc3C2=O)cc1 do in these assays?
HTRA1 inh: -92

How did CCOC(=O)c1c(NC(=O)CSc2nc3cccnc3n2C)sc(C(C)=O)c1C do in these assays?
HTRA1 inh: -1

How did O=C1C(Cl)=C(N2CCC(C(=O)O)CC2)C(=O)c2ccccc21 do in these assays?
HTRA1 inh: 7

What do the screens show for `CCNC(=O)CC1C(=O)N(c2ccc(OC)cc2)C(=S)N1CCc1ccncc1` (stereo not given)?
HTRA1 inh: 9

What do the screens show for `CCN(CC)CCOC(=O)c1ccc(NC(=O)CCCN2C(=O)S/C(=C/c3ccc(OC)cc3)C2=S)cc1`?
HTRA1 inh: -66

Results for CN(Cc1ccccc1)c1ncnc2ccc(Br)cc12 ?
HTRA1 inh: -11

What do the screens show for `COC(=O)N1C(=O)[C@@](c2ccc(OC)cc2)(C(C)C)N1C(=O)OC`?
HTRA1 inh: -2

Results for CC(=O)c1sc(Nc2nc(C)cc(C)n2)nc1C ?
HTRA1 inh: 1

What do the screens show for `COc1ccc(CNC(=S)Nc2ccccc2-c2ccccc2)cc1`?
HTRA1 inh: -10

How did Cc1ccnc(NC(=O)CCC(=O)N(CC(=O)NCc2ccc(F)cc2)Cc2ccccc2)c1 do in these assays?
HTRA1 inh: -1

Results for COc1cc(NC(=O)Cc2ccccc2)nc(OC)n1 ?
HTRA1 inh: -2

What do the screens show for `COc1ccc(Cn2c(=O)[nH]c3cc(C(=O)N4CCN(c5ccccc5)CC4)ccc3c2=O)cc1`?
HTRA1 inh: -2

What do the screens show for `C[C@@H]1CCCCO[C@@H](CN(C)CC2CC2)[C@@H](C)CN([C@H](C)CO)C(=O)c2cc(N(C)C)ccc2O1`?
HTRA1 inh: 11

How did CC(C)c1cccc(-c2ccc3c(c2)S(=O)(=O)c2cccc(C(=O)NCc4ccccc4Cl)c2C3=O)c1 do in these assays?
HTRA1 inh: -9

How did N=C1S/C(=C\c2ccc(O)cc2)C(=O)N1c1ccc(F)cc1 do in these assays?
HTRA1 inh: -10

What do the screens show for `COc1cc2ccccc2cc1C(=O)Nc1nc(C)c(C(C)=O)s1`?
HTRA1 inh: 0

How did COc1ccc(C)cc1NC(=O)CN(C)S(=O)(=O)c1ccc2c(c1)c(=O)n(C)c(=O)n2C do in these assays?
HTRA1 inh: 7

What do the screens show for `OC(COc1ccc(OCC(O)CN2CCCCCC2)cc1)CN1CCCCCC1` (stereo not given)?
HTRA1 inh: 0

Looked up one by one from above, two records:
How did COc1ccc(C)cc1NC(=O)CN(C)S(=O)(=O)c1ccc2c(c1)c(=O)n(C)c(=O)n2C do in these assays?
HTRA1 inh: 7

What do the screens show for `COc1ccc(Cn2c(=O)[nH]c3cc(C(=O)N4CCN(c5ccccc5)CC4)ccc3c2=O)cc1`?
HTRA1 inh: -2
